# High-throughput results (PubChem BioAssay)
# PriA SSB inh = K. pneumoniae PriA-SSBct interaction inhibition; AlphaScreen SSBct-PriA binding, biotinylated peptide; inhibition, % at 33 µM; 430,000 tested, 0.6% active; in the data active = inhibition mostly above about 37%, no sharp cut-off; inactive = mostly below about 20%;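 also: plate controls were negative control peptide for no effect and reference peptide for full effect; strong numbers were not always called active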
# * marks the source's active call; other numbers are inactive results; + = active, no number; & = joins results of further samples. The list is partial; the hit share may differ from the screen's.
SMILES | PriA SSB inh
O=C(CCc1ccccc1Br)N1CC(N2C(=O)CCC2=O)C1 | -13.0
O=C(Cn1nc(-c2ccc(F)cc2)c2sc(N3CCCC3)nc2c1=O)Nc1ccc(F)cc1F | -14.0
O=C(NCCOc1ccc(F)cc1)C1c2ccccc2Oc2ccccc21 | -15.0&-5.0
CCCn1c(=O)c2ccc(C(=O)NC3CCCCC3)cc2n2c(=O)n(Cc3cccc(F)c3)nc12 | -4.0
COCCN(Cc1ccsc1)S(=O)(=O)c1ccc2oc(=O)[nH]c2c1 | 0.0
COC(=O)c1nn(-c2ccccc2)c(Cl)c1C=NOCc1c(Cl)cccc1Cl | 2.0
O=C(COCC(=O)Nc1ccc(-c2nc3ccccc3o2)cc1)Nc1ccc(-c2nc3ccccc3o2)cc1 | -15.0&-3.0
C=c1oc(C)cc1=C1NN=C(N)O1 | -13.0
COc1ccc(C(O)=C2C(=O)C(=O)N(CCN3CCOCC3)C2c2ccccc2OC)cc1 (stereo not given) | -4.1
Cc1cc(NC(=O)C2=COCCO2)n(-c2nc3ccccc3s2)n1 | -19.0&-2.0
O=C(N/N=C/c1cccc2cccnc12)c1ccccc1 | +
COc1cc(C(=O)NCCn2ncc3c(=O)n(Cc4ccccc4F)cnc32)cc(OC)c1OC | -3.0&7.0
CCCN(Cc1ccsc1)S(=O)(=O)C1CC1 | -25.0
O=C(c1cccs1)N1CCc2ccc(NS(=O)(=O)c3cccs3)cc21 | -6.0
CCOC(=O)c1csc(NC(=O)c2c(-c3ccccc3Cl)noc2C)n1 | -1.0
NC(=O)c1cc2cc(Br)cc(Br)c2oc1=O | 6.0
CCCN(CCC)S(=O)(=O)c1ccc(C(=O)Nc2nnc(-c3cccs3)o2)cc1 | -1.0
COC(=O)CS[C@H]1CCN(C(=O)c2cccc(N(C)C)c2)C1 | 10.0
CC(=NNC(=O)CSc1nc2ccccc2c(=O)n1-c1ccccc1C)c1cccs1 | -15.8
O=C(CCC(=O)OCCc1ccccc1)Nc1nccs1 | 5.0
CN(C)c1ccc(O[C@H]2CCN(C(=O)Cc3cccnc3)C2)nn1 | -19.0
O=C(CN1CSCC1=O)Nc1nc(-c2ccccn2)cs1 | 56.5
CN(C)C(CNS(=O)(=O)Cc1ccc(Cl)cc1)c1ccsc1 (stereo not given) | 3.0
O=C(c1ccc2noc(-c3ccccc3)c2c1)N1CC(S(=O)(=O)c2ccc(F)cc2)C1 | -34.0
CN(Cc1c(C(=O)NN=Cc2cccc(F)c2)nnn1-c1nonc1N)C1CCCCC1 | -5.7
COc1ccc(-c2ccc(/C=C(\C#N)C(N)=O)o2)cc1 | -1.0
CCOC(=O)C1C(=O)C=C(c2ccc(F)cc2)CC1c1ccc(F)cc1 (stereo not given) | -6.0
CCCCCOc1ccc(C=NNC(=O)c2nnn(-c3nonc3N)c2CN2CCCCCC2)cc1 | -5.7
C=CCn1c(SCC(=O)Nc2ccc3c(c2)OCO3)nc2scc(-c3cccs3)c2c1=O | -19.0
CNC(=O)Cc1csc(NC(=O)c2ccc(OCc3ccc4ccccc4n3)cc2)n1 | -16.0&3.0
C=CCn1c(-c2ccccc2)cnc1SCC(=O)NC | -9.0
O=C1CCC(=O)N1c1ccc(S(=O)(=O)NCCc2cccs2)cc1 | -12.0
CC(C)NC(=S)NN=Cc1cccs1 | -19.0
CC(C)S(=O)(=O)c1ccc(CC(=O)NCc2cc(C3CC3)n(C3CCCC3)n2)cc1 | -7.0
O=C(Cc1ccncn1)c1cccc(Cl)c1 | -5.0
Cc1ccnc(Nc2ccc(N3CCN(C(=O)Nc4ccc5c(c4)OCCO5)CC3)nn2)c1 | -21.0
O=C(NN=C/C=C\c1ccco1)c1cccs1 | -2.3
Cn1cc(C(=O)NCC(C)(O)c2ccc3c(c2)OCO3)nn1 (stereo not given) | -2.0
CC(=NNc1cccc2cccnc12)c1ccccn1 | -12.9
O=C(Nc1cnoc1)c1ccc(Cl)s1 | -6.0
CCOc1ccc(S(=O)(=O)NCCc2ccc3c(c2)CCCN3C)cc1 | 31.0
CSC1CC2CCC(C1)N2C(=O)c1ccc2nsnc2c1 (stereo not given) | -12.0
CN1CCc2cc(C(CNC(=O)Nc3cccc(Cl)c3)N(C)C)ccc21 (stereo not given) | 37.0
O=C(Cn1cnc2ccccc21)NCCn1nc(-c2cccnc2)n(C2CC2)c1=O | -20.0
CC(=O)c1ccc(S(=O)(=O)N2CCN(c3ccc(-c4ccco4)nn3)CC2)cc1 | -20.0&-16.0
CSc1ccccc1CN1CCC(CNC(=O)C2CC=CCC2)CC1 (stereo not given) | 8.0
O=C(NC1CCCC1)c1cccc(Oc2ccccn2)c1 | -5.0
COc1cccc(CNC(=O)C(=O)NCC[C@H](O)c2ccccc2)c1 | -2.0
Cc1nc2c(C)cccn2c(=O)c1NC(=O)C1CCCC1 | 1.0
Cn1c(=O)oc2ccc(S(=O)(=O)Nc3ccc4c(c3)N(C(=O)c3ccco3)CC4)cc21 | -7.0
O=C1N=C(N2CCOCC2)S/C1=C/c1ccc2noc(-c3ccccc3)c2c1 | 4.0
CCn1c(N=Cc2ccc(OC)cc2O)nc2ccccc21 | -5.9
O=C(Cn1c(=O)n(CCCCC(=O)NC2CCCC2)c(=O)c2ccccc21)Nc1ccc(Cl)cc1 | 0.0
COc1cc(/C=C/C(=O)Nc2ccc3c(c2)C(=O)N(C)C3=O)cc(OC)c1OC | 5.0
COc1ccc(N2CCN(C(c3cccs3)C(C)NC(=O)C(C)C)CC2)cc1 (stereo not given) | -7.0
O=C(Cc1ccc(Cl)s1)Nc1cc(Cl)cc(Cl)c1 | 2.0
O=C(CCCNS(=O)(=O)c1ccc(Cl)cc1)NCc1ccco1 | -13.0
Cc1c(Cl)ccc2c(=O)c(C(=O)O)c[nH]c12 | -18.0
NC(=O)CSc1ccc(NC(=O)c2ccccc2F)nn1 | 3.0
CCC(C)NC(=O)Cc1csc2nc(-c3ccc(F)cc3)cn12 (stereo not given) | -8.0

# Remaining list, next part:
SMILES | PriA SSB inh
COc1ccccc1-c1nnc2ccc(OCCNC(=O)c3ccccc3Cl)nn12 | -9.0
COc1ccc(C(=S)N2CCN(C(=O)C(Cl)(Cl)Cl)CC2)cc1 | -4.0
COc1ccc(-c2ccc(-c3cc(-c4ccccc4)nnc3-c3ccccc3)o2)cc1 | -9.0&9.0
Cc1nnc(C2CCN(C(=O)CC3CSc4nc(C)c(C)c(=O)n43)CC2)s1 (stereo not given) | 3.0
CN1CCN(CC(=O)NN=Cc2ccc(F)c(F)c2)CC1 | -17.1
Nn1cnnc1NN=Cc1ccc(Cl)cc1Cl | -0.5
COC(CNC(=O)c1ccccn1)c1ccccc1Cl (stereo not given) | 3.0
Cn1nccc1C(=O)N1CC(=O)Nc2ccccc21 | 3.0
Oc1ccccc1C=NNC1=NCCCCC1 | -11.3
O=C(NCc1cccc2ccccc12)N1CCOC(c2ccc(C(F)(F)F)cc2)C1 (stereo not given) | -3.0
CCOc1ccc(-c2nc(Cn3ccn4nc(-c5ccc(C)c(C)c5)cc4c3=O)c(C)o2)cc1OC | -9.0
Cc1ccccc1-c1nc(S(=O)(=O)c2ccc(Cl)cc2)c(NCc2cccnc2)o1 | -2.0
O=C(Nc1cccs1)N1CCC(COCc2ccc(Cl)cc2)CC1 | -14.0
CCS(=O)(=O)c1ccccc1C(=O)Nc1nc2c(OC)ccc(Cl)c2s1 | 7.0
CC1CCc2c(sc3ncnc(Oc4cccc(C(F)(F)F)c4)c23)C1 (stereo not given) | -6.0

# Next structures.
SMILES | PriA SSB inh
CCc1ccc(-c2cc3c(SCC(=O)Nc4cc(C(F)(F)F)ccc4Cl)nccn3n2)cc1 | 6.0
O=C(NCCc1c[nH]c2ccccc12)C(=O)NC[C@@H](c1cccs1)N1CCc2ccccc2C1 | -6.0
COc1ccc(NC(=O)c2cc(C3CC3)n([C@H]3CCS(=O)(=O)C3)n2)c(OC)c1 | -1.0
CCNc1nn(CC(=O)Nc2ccc(C)c(F)c2)c(N)c1-c1nc(-c2ccccc2C)no1 | -3.0
N#Cc1nccnc1O[C@H]1CCCN(C(=O)c2ccc(N3CCOCC3)cc2)C1 | -17.0
Cc1ncsc1C(=O)NCc1cccnc1-c1ccsc1 | -14.0
C=CCNC(=S)NN=Cc1ccc(-c2cc(Cl)ccc2Cl)o1 | -1.2
CC(=O)c1ccc(-c2ccccc2C(F)(F)F)o1 | -10.0
O=C(O)C(=O)N1CCN(c2ccccc2)CC1 | 18.0
O=C(CCc1csc(NC(=O)c2ccc(F)cc2)n1)Nc1ccc(Cl)c(Cl)c1 | -13.0
COC(=O)CSc1nnc(-c2cccc(S(=O)(=O)N3CCCCCC3)c2)o1 | -15.0
O=C(O)CCC(=NNC(=O)c1ccc(F)cc1)c1ccc(Br)cc1 | -7.2

# Nothing new here: entries from further up.
SMILES | PriA SSB inh
CCc1ccc(-c2cc3c(SCC(=O)Nc4cc(C(F)(F)F)ccc4Cl)nccn3n2)cc1 | 6.0
O=C(NCCc1c[nH]c2ccccc12)C(=O)NC[C@@H](c1cccs1)N1CCc2ccccc2C1 | -6.0
COc1ccc(NC(=O)c2cc(C3CC3)n([C@H]3CCS(=O)(=O)C3)n2)c(OC)c1 | -1.0

# Additional results:
SMILES | PriA SSB inh
Cc1csc(NC(=O)CSc2nnc(CNC(=O)c3ccc(S(=O)(=O)N(C)C)cc3)o2)n1 | -9.0
O=C(CSc1ccc(F)cc1)Nc1nc2ccc([N+](=O)[O-])cc2s1 | 24.0
CN1CCN(C(CNC(=O)C(=O)NCc2cccs2)c2ccc3c(c2)CCN3C)CC1 (stereo not given) | -8.0
Oc1cccc(C=NNc2nncc(-c3ccccc3)n2)c1 | -18.2
CN(C)S(=O)(=O)c1ccc(C(=O)N2CC(c3nc(-c4ccc[nH]c4=O)no3)C2)cc1 | -11.0
Cc1nc(-c2cccc(NC(=O)c3coc(NC(=O)c4cnccn4)n3)c2)cs1 | -17.0
Cc1c(C(=O)N2CCC(n3ccnn3)CC2)cnn1-c1ccccc1 | -6.0
C/C(=N/NC(=O)c1cc(-c2cccc([N+](=O)[O-])c2)n[nH]1)c1ccncc1 | -11.0
O=C(Cc1n[nH]c(=O)[nH]c1=O)NN=Cc1cccc(O)c1 | -22.1
O=C(CCn1ccc(=O)[nH]c1=O)N1CCCC(c2nnc(-c3ccsc3)o2)C1 (stereo not given) | -9.0
CCOC(=O)N1CC(Oc2nc3c(Cl)cccc3s2)C1 | -18.0
COc1ccc(OC)c2sc(N3CCN(C(=O)c4cc(C)no4)CC3)nc12 | -16.0

# A second format for part of the listing above.
CN(C)S(=O)(=O)c1ccc(C(=O)N2CC(c3nc(-c4ccc[nH]c4=O)no3)C2)cc1
  PriA SSB inh: -11.0
C/C(=N/NC(=O)c1cc(-c2cccc([N+](=O)[O-])c2)n[nH]1)c1ccncc1
  PriA SSB inh: -11.0

# Going on with the list:
SMILES | PriA SSB inh
COc1cc(NS(=O)(=O)c2ccc(NC(=O)CSc3nc(C)cc(C)n3)cc2)nc(OC)n1 | -7.0
CCOc1ccc2ccccc2c1C(=O)NCc1cc(C2CC2)n(C)n1 | -3.0
O=C(Nc1ccccc1Cc1nc(-c2cnccn2)no1)[C@@H]1COc2ccccc2O1 | -6.0
O=c1ccc(-c2ccsc2)n[nH]1 | -9.0
O=C(NCCOc1ccccc1)NCC1(O)CCCC1 | -13.0
CCOC(=O)C1CCCN(C(=O)CC2CSc3nccc(=O)n32)C1 (stereo not given) | -19.0
Cc1[nH]n(-c2ccccc2)c(=O)c1C=Nc1ccccn1 | -0.3
COC(=O)CS[C@H]1CCN(C(=O)COc2cccc3c2OC(C)(C)C3)C1 | -2.0
COc1ccc2nc(-n3nc(C)cc3NC(=O)c3ccc([N+](=O)[O-])s3)sc2c1 | -4.0
OC(COc1ccc2cc(Br)ccc2c1)CN1CCN(c2ccccc2)CC1 (stereo not given) | 3.0
Cc1cc2nc(NC(=O)c3ccc(S(=O)(=O)N4CCCC4)cc3)sc2cc1C | -8.0
CS(=O)(=O)c1ccc(Nc2nc(C(=O)NCCC3=CCCCC3)cs2)cc1 | 4.0
CCC(=O)N1CCc2ccc([N+](=O)[O-])cc2C1 | 25.0
O=S(=O)(/C=C/c1ccccc1)N1CCS[C@H]1c1ccccc1F | -23.0
CCCCCC1CC(CCC(C)=NNC(N)=O)C(=O)O1 (stereo not given) | -0.5
O=c1[nH]c(=O)n(CC2CCCO2)c(O)c1C=C1C=Nc2ccccc21 (stereo not given) | 2.0
Cc1cc(C)c(S(=O)(=O)NCCOc2ccc3nnc(-c4ccccc4)n3n2)c(C)c1 | -13.0
COc1ccc(-n2c(Cn3c(=O)sc4ccccc43)nnc2SCC(=O)Nc2cc(C)on2)cc1 | -11.0&-6.0
O=C(Cn1cc(C(=O)c2ccc(F)cc2)c(=O)c2cc3c(cc21)OCO3)Nc1ccc2c(c1)OCCO2 | -5.0
c1ccc(C(c2ccccc2)n2c(-c3nc4ccccc4o3)nc3ccccc32)cc1 | -22.0&-14.0
COc1cc(C(=O)Nc2ccc3nc(N4CCN(C)CC4)sc3c2)cc(OC)c1OC | -2.0
CSc1ccccc1C(=O)Nc1cc(-c2cccs2)nn1-c1nc(C)cc(=O)[nH]1 | 5.0
CCSc1cccc(C(=O)Nc2nc3c(s2)C(=O)CC(C)(C)C3)c1 | -12.0
Cn1cc(-c2cccs2)nc1CCNC(=O)Cn1c(=O)oc2ccccc21 | -2.0

# Rewritten as labelled records: 4 of the compounds above.
CC(C)S(=O)(=O)c1ccc(CC(=O)NCc2cc(C3CC3)n(C3CCCC3)n2)cc1
  PriA SSB inh = -7.0

O=C(NC1CCCC1)c1cccc(Oc2ccccn2)c1
  PriA SSB inh = -5.0

COCCN(Cc1ccsc1)S(=O)(=O)c1ccc2oc(=O)[nH]c2c1
  PriA SSB inh = 0.0

COc1ccc(-c2ccc(-c3cc(-c4ccccc4)nnc3-c3ccccc3)o2)cc1
  PriA SSB inh = -9.0&9.0

# (list continues)
SMILES | PriA SSB inh
O=C(NN1C(=O)/C(=C/c2ccc3c(c2)OCO3)SC1=S)c1ccc([N+](=O)[O-])cc1 | -11.0
O=C(c1cccs1)N1CCN(C(=O)C2CC2c2ccc3c(c2)OCO3)CC1 (stereo not given) | -13.0
Nc1ccc2c(c1)CCCN2C(=O)C1CC1 | 5.0
Nn1cnnc1NN=Cc1ccc(F)cc1 | 4.2
COc1cccc2c(Nc3cccc(SC)c3)cc(C(=O)N3CCSCC3)nc12 | 2.0
Cc1cc(C)c(C(=O)CSc2cccc3cccnc23)cc1C | 58.8*
